Screens: PubChem, several laboratories
HCT116 bCat-KO: beta-catenin-lacking colon tumor cell growth suppression. HCT116 beta-catenin knockout viability, CellTiter-Glo, 60 h; hits give low values. viability, % at 10 µM. 140,000 tested, 1.5% active. AID 818;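 active means viability at or under a set limit, the compound median less 4 SD, cut at about 6% in these data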;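 further: 0% = Hyamine 1622 control at 20 µM and 100% = untreated cell control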
Measles CPE: protection of cells from measles virus. Measles virus-infected cells, CPE protection, absorbance. protection (pct of control), % at 4 µM. 140,000 tested, 1.5% active; in the data active means protection mostly above about 24%, no sharp cut-off; inactive means mostly below about 26%; further: some compounds called inactive have numbers as strong as hits
NPY Y2 blocker: antagonists of human neuropeptide Y receptor Y2; 140,000 tested, 0.99% active; inhibition, % at 2.7 µM; NPY-Y2 expressing cells, antagonist mode; P49146; AID 793; in the data active means inhibition above about 17%;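 further: 0% = vehicle with agonist challenge and 100% = reference antagonist with challenge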
Target sequence (P49146 whole entry, looked up): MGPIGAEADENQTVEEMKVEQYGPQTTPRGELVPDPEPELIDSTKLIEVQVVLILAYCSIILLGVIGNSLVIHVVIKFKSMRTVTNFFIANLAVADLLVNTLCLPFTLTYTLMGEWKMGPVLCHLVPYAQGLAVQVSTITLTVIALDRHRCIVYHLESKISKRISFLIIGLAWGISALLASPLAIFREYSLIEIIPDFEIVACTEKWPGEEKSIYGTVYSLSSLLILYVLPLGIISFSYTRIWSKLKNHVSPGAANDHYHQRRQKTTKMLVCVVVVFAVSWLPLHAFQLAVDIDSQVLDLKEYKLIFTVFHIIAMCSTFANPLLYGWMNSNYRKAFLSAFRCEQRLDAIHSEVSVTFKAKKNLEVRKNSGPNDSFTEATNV
BB579 growth dn: yeast BB579 growth reduction in restrictive medium; S. cerevisiae BB579 growth, OD615, 48 h; inhibition, % at 10 µM; 140,000 tested, 0.51% active; AID 804;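 active means inhibition above a set limit, 3 SD over the mean compound inhibition, cut at about 44% in these data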; further: inactives centre near -24
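System: DeaD yeast strain BB579; buffer or medium: CSMM-D dextrose restrictive medium; technique: OD at 615 nm; schedule: 4 h cell preincubation, 48 h compound exposure, 30 °C humidified; doses: single 10 µM dose; controls: amphotericin B 10 µg/mL, positive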
MRP1 act: activators of MRP-1. 140,000 tested, 0.61% active. viability increase, % at 10 µM. H69AR cells + doxorubicin, viability rescue, CellTiter-Glo;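 active means viability gain under doxorubicin at or above a set limit, the compound median plus 3 SD, cut at about 4.7% in these data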;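 further: MRP-1 overexpressing cells given doxorubicin 25 µM after compound pretreatment; 18-22 h compound pretreatment then 72 h with doxorubicin before readout; 0% = doxorubicin-only wells and 100% = vehicle-treated cells without doxorubicin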
Phagocytosis inh: inhibitors of macrophage phagocytosis. 110,000 tested, 0.07% active. J774A.1 macrophage IgG-bead phagocytosis, imaging. inhibition, % at 5 µM;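 active means inhibition above the mean of the plate negative controls plus 5 SD, cut at about 13% in these data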;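 further: phagocytic index as fraction of beads internalized from green versus red external bead signal; plate controls were DMSO negative control for no effect and cytochalasin-D positive control for full effect; some results beyond the cut were filed as inactive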
PTEN del growth: growth suppressors of cells with PTEN tumor suppressor deletion | HCT116 PTEN-null viability, CellTiter-Glo, 60 h; hits give low values | viability, % at 10 µM | 140,000 tested, 1.2% active | AID 827;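 active means viability at or below a set limit, 4 SD under the median of all tested compounds, cut at about 3.7% in these data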;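 further: PTEN knockout HCT116 line with beta catenin targeted HCT116 as companion control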
GALR2 antag: GALR2 (human) receptor antagonism; O43603; GALR2-expressing cells, antagonist mode; inhibition, % at 4 µM; 140,000 tested, 0.39% active; in the data active means inhibition above about 27%;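 further: cells stimulated with galanin 1-16 at roughly its EC80; 0% = agonist challenge control and 100% = basal control without agonist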
Target sequence (O43603 whole entry, looked up): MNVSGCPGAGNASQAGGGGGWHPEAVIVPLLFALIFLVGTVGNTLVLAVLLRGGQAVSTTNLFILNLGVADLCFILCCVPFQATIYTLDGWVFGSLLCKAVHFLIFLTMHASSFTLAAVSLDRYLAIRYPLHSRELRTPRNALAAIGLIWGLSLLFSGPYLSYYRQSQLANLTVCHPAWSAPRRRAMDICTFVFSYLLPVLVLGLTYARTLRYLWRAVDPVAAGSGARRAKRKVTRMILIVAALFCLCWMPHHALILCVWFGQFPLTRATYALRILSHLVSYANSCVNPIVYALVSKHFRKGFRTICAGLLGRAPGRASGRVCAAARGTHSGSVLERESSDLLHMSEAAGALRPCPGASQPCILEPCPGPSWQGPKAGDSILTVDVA
Yeast lifespan up: extends the lifespan of yeast. S. cerevisiae growth with nicotinamide, OD615; deaD strain in restrictive glucose medium. inhibition of the nicotinamide effect, % at 10 µM. 130,000 tested, 0.68% active;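 active means inhibition above a set limit, placed 3 SD over the median of all compounds, cut at about 26% in these data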;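 further: 0% = nicotinamide-treated wells and 100% = cells grown without nicotinamide; some compounds called inactive have numbers as strong as hits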
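assay system = DeaD-strain S. cerevisiae | measured by = absorbance at 615 nm | probe or stimulus = nicotinamide 1.5 mM | buffer or medium = CSMM-D glucose medium, restrictive | times = 48 h at 30 °C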
E-sel TNF inh: TNF alpha driven E-selectin expression inhibition; inhibition, % at 2 µM; 120,000 tested, 0.71% active; AID 1246; HUVEC TNFa-induced E-selectin immunofluorescence, high content;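 active means inhibition above the batch mean plus 3 SD, and confirmed as a hit on visual image review, cut at about 43% in these data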;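 further: 0% = TNF-stimulated DMSO wells and 100% = unstimulated control wells; not every result past the cut was called active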
* = called active by the depositor; . = no result given.

Sample of the layout (2 entries):
SMILES | HCT116 bCat-KO | Measles CPE | NPY Y2 blocker | BB579 growth dn | MRP1 act | Phagocytosis inh | PTEN del growth | GALR2 antag | Yeast lifespan up | E-sel TNF inh
Cc1ccc(C2=Nc3ccccc3N=C(c3ccc([N+](=O)[O-])cc3)C2)c(O)c1 | 61 | 29 | 6 | -24 | -0.7 | -4 | 65 | -16 | 1 | -6
O=C(NCc1ccc2c(c1)OCO2)C12CC3CC(CC(C3)C1)C2 | 90 | 8 | 3 | -46 | 0.1 | -2 | 109 | -10 | 42 | -38

Main list, from the start:
SMILES | HCT116 bCat-KO | Measles CPE | NPY Y2 blocker | BB579 growth dn | MRP1 act | Phagocytosis inh | PTEN del growth | GALR2 antag | Yeast lifespan up | E-sel TNF inh
Cc1ccc(C2=Nc3ccccc3N=C(c3ccc([N+](=O)[O-])cc3)C2)c(O)c1 | 61 | 29 | 6 | -24 | -0.7 | -4 | 65 | -16 | 1 | -6
O=C(NCc1ccc2c(c1)OCO2)C12CC3CC(CC(C3)C1)C2 | 90 | 8 | 3 | -46 | 0.1 | -2 | 109 | -10 | 42 | -38
CCOC(=O)C(C)Sc1cc(CS(=O)(=O)c2ccccc2)nc(-c2ccccc2)n1 (stereo unspecified) | 95 | 9 | 13 | -24 | -1.4 | . | 82 | 7 | 31 | 10
O=S(=O)(C=C(c1ccccc1)c1ccccc1)c1ccccc1 | 85 | 9 | 7 | -39 | -0.7 | -2 | 93 | 4 | 3 | -61
Cc1cc(NC(=O)COC(=O)[C@H](C)NC(=O)c2ccccc2)no1 | 88 | 10 | 3 | 2 | 1.3 | -5 | 114 | -2 | -4 | 29
CC(=O)Nc1ccc(S(=O)(=O)N2CCN(C(=O)N3CCCCCC3)CC2)cc1 | 95 | 17 | -3 | -14 | 0.2 | 0 | 92 | -1 | -12 | 3
O=C(CSCc1ccc(Cl)cc1)Nc1ccc(S(=O)(=O)N2CCCCCC2)cc1 | 102 | 5 | 3 | 20 | 3.7 | -10 | 96 | 2 | -2 | 7
Cc1nn(C)c(C)c1CN(C)C(=O)C1(C)CC1(Br)Br (stereo unspecified) | 93 | 12 | 4 | -5 | -0.3 | -11 | 99 | 7 | 3 | .
Cc1cccc(C)c1NC(=O)CN1C(=O)S/C(=C\c2cccn2-c2cccc(C(=O)O)c2)C1=O | 100 | 17 | 6 | -32 | -1.1 | 1 | 96 | 1 | -11 | -28
COC(=O)CCc1c(C)nc(N)[nH]c1=O | 99 | 7 | 2 | -61 | -0.3 | -2 | 106 | -15 | -1 | 11
C/C(=N\O)C(=O)NCc1ccccn1 | 101 | 19 | 3 | 17 | -1.9 | -4 | 92 | -4 | -7 | -1
Cc1cc(=O)[nH]c(SCCCOc2ccccc2Cl)n1 | 92 | 30 | 4 | -20 | -1.7 | 0 | 91 | -9 | 3 | 11
Nc1n[nH]c(N)c1N=Nc1cccc(F)c1 | 94 | 3 | 1 | -30 | 0.5 | -4 | 94 | -15 | -1 | .
CCc1ccc(-c2ccc(C(=O)C(F)(F)F)[nH]2)cc1 | 121 | 6 | -3 | -38 | 2.8 | . | 97 | -2 | -17 | .
C=C(Cl)COc1ccc2c(C)cc(=O)oc2c1 | 92 | 26 | 0 | -11 | 0.4 | . | 95 | -1 | -8 | -7
CC(C)(C)c1ccc(/C=N/NC(=O)Cc2c[nH]c3ccccc23)cc1 | 36 | 11 | -1 | -17 | -6.6 | -1 | 41 | 7 | -11 | 19
COc1cccc(NC(=O)Cn2c(=O)n(CC3CCCO3)c(=O)c3ccccc32)c1 (stereo unspecified) | 116 | 6 | 3 | -42 | -2.3 | -2 | 96 | 11 | -13 | 33
CCN(CC)S(=O)(=O)c1cc(NC(=O)C(=O)c2c(-c3ccccc3)cc3ccccn23)ccc1C | 51 | 1 | 3 | -60 | 6.9* | 2 | 56 | 0 | -5 | 11
Cc1ccc(N/N=C/c2cccnc2)cc1 | 100 | 5 | -2 | 92* | 0.0 | -4 | 92 | 20 | -8 | .
COc1ccc(C(N)=S)cc1 | 83 | 5 | 8 | -21 | 0.1 | -4 | 89 | -2 | -1 | .
CCc1oc(C(=O)O)cc1COC | 93 | 18 | 4 | -29 | -2.0 | 0 | 99 | 2 | -8 | 6
O=C(c1cccc(C(F)(F)F)c1)N1CCC(O)(CS(=O)(=O)Cc2ccc(Cl)cc2)CC1 | 85 | 19 | 0 | -57 | -1.5 | 0 | 82 | -5 | -13 | .
COc1ccccc1-c1cc(C(F)(F)F)nc(NCc2cccs2)n1 | 70 | 22 | 11 | -43 | -2.2 | -4 | 79 | -8 | -1 | -9
CCCCOc1ccc(/C=N/NC(=S)Nc2cccc(C)c2C)cc1 | 88 | 1 | 2 | -47 | -1.0 | -1 | 90 | 4 | -4 | -10
O=C(Nc1ccc(Cl)c(Cl)c1)c1csc(-c2ccccc2)n1 | 79 | 3 | 3 | -38 | -1.0 | 0 | 92 | 16 | 15 | -2
CNc1nc(C)c(C(C)=O)cc1C#N | 95 | 6 | 3 | -33 | 0.1 | 0 | 106 | 13 | -3 | -3
O=S(=O)(NCC(Nc1ccc(Cl)cc1)c1ccccc1)c1ccc(Cl)cc1 (stereo unspecified) | 85 | 7 | -3 | -27 | -3.6 | -3 | 75 | -3 | -2 | 55
Clc1ccc(Oc2cnns2)c(Cl)c1 | 90 | 3 | 0 | -25 | -1.3 | -2 | 86 | -4 | -16 | 4
O=[N+]([O-])c1cc2c(cc1/C=N\NS(=O)(=O)c1ccccc1)OCO2 | 96 | 2 | 4 | -23 | -0.2 | 0 | 94 | 9 | -10 | -34
O=C(CNC(=O)c1cnccn1)Nc1ccc(F)c(F)c1F | 101 | 12 | -1 | -30 | 1.4 | 0 | 106 | -4 | -9 | .
Cc1cc(=S)n(-c2ccccc2)n1C | 91 | 9 | 2 | -56 | -0.7 | -2 | 95 | -9 | -12 | -4
Cc1ccc(-c2csc3ncn(/N=C/N(C)C)c(=O)c23)o1 | 94 | 2 | 0 | -28 | -1.1 | -2 | 89 | -4 | -16 | 3
COC(=O)c1nn(-c2cccc(C(F)(F)F)c2)c(=O)cc1Sc1ccccn1 | 89 | 6 | 3 | -7 | -0.8 | . | 88 | 6 | -4 | -40
Cc1nc2sc(C(c3ccccc3)N3CC(C)OC(C)C3)c(O)n2n1 (stereo unspecified) | 92 | 3 | 1 | 15 | -3.6 | 0 | 94 | 0 | -2 | 1
COc1ccc(OC)c(NC(=O)CSc2nnc(-c3ccco3)n2-c2ccccc2)c1 | 101 | 7 | 5 | -88 | -2.2 | 1 | 97 | -2 | -5 | -22
O=C(c1cnn2c(C(F)(F)F)cc(-c3ccco3)nc12)N1CCc2ccccc2C1 | 96 | . | 11 | -70 | -1.1 | -1 | 82 | 14 | -16 | -11
C=CCn1c(N2C(=O)CC(Cc3ccccc3)C2=O)nc2ccccc21 (stereo unspecified) | 89 | 5 | 9 | -30 | -2.8 | 0 | 96 | -6 | 7 | -1
Cc1ccc(S(=O)(=O)N2CCN(C(=O)CCC(=O)NC3CCCc4ccccc43)CC2)cc1 (stereo unspecified) | 77 | 6 | 2 | 8 | -0.6 | -1 | 70 | 1 | -9 | -11
CN(C)S(=O)(=O)c1ccc(NC(=O)N2CCN(c3ccccc3)CC2)cc1 | 79 | 40* | 0 | -38 | -2.3 | 2 | 97 | -4 | -10 | -7
CCOC(=O)CSc1nnc(Cn2c(=O)sc3ccccc32)n1C | 95 | 2 | 2 | -22 | -0.8 | 1 | 90 | 14 | -5 | .
Cc1cccc(CSc2nc3sc(C)c(C)c3c(=O)n2Cc2ccco2)c1 | 87 | 2 | 3 | -17 | 0.7 | 1 | 84 | 0 | 4 | 20
COc1ccc(C(CC(=O)O)NC(=O)COc2ccc(C)cc2)cc1OC (stereo unspecified) | 82 | 6 | 2 | 5 | -1.6 | -4 | 95 | 7 | 2 | 13
O=C(c1ccc2c(c1)OCO2)N1CCCc2ccccc21 | 101 | 6 | -2 | -81 | -1.4 | 0 | 102 | 13 | 4 | 4
CCOC(=O)c1c(C)nc2c(c1-c1ccccc1)C(=O)CCC2 | 93 | 31 | 2 | -17 | -1.9 | . | 96 | -2 | -11 | 0
CCc1nnc(N/N=C/c2cccs2)n1N | 93 | 28 | 2 | -17 | -1.7 | -2 | 88 | 3 | 15 | 6
CSc1nsc(SCC(=O)Nc2ccccn2)n1 | 99 | 3 | 5 | -46 | -0.5 | 1 | 111 | 2 | -5 | -4
Cc1ccc(C)n1-c1ccncc1 | 67 | 18 | -1 | -50 | -1.3 | 0 | 62 | 2 | -7 | 3
COc1ccc2c(COC(=O)c3n[nH]c4ccccc34)cc(=O)oc2c1 | 95 | 13 | 1 | -30 | -1.4 | 0 | 95 | -1 | -8 | -37
COc1ccc(Cn2cc(C(=O)c3ccccc3)c(=O)c3cc(OC)ccc32)cc1 | 43 | 3 | 3 | -28 | -3.7 | . | 33 | -8 | 8 | -23
O=c1oc2ccccc2c2c1nc(C(F)(F)F)n2-c1ccccc1 | 106 | 9 | 0 | -46 | 0.0 | -1 | 104 | -8 | -6 | .
CCn1c(CNC(=O)COc2ccc(C(C)C)cc2)nnc1SCC(=O)Nc1ccccc1C(C)C | 66 | 42 | 0 | -13 | 6.2* | -2 | 62 | -5 | -16 | -25
CCOC(=O)CSc1nnc(CNC(=O)c2cccc(C)c2)n1-c1ccccc1OC | 96 | 13 | 5 | -12 | -0.1 | . | 113 | 7 | 15 | -25
CCOC(=O)C1CCCN(C(=O)Cn2sc3nc(C)cc(C)c3c2=O)C1 (stereo unspecified) | 14 | 8 | 2 | 23 | -5.3 | 0 | 1.7* | 13 | -5 | -18
Cc1nc(C)c(-c2csc(NCCc3ccccc3)n2)s1 | 31 | 4 | 5 | -9 | -1.4 | -2 | 55 | -1 | -7 | 1
COc1ccc(C2CC(c3c(-c4ccccc4)c4cc(Cl)ccc4[nH]c3=O)=NN2S(C)(=O)=O)cc1OC (stereo unspecified) | 68 | 28 | 2 | -28 | -4.2 | 0 | 86 | -18 | -4 | -10
CN(C)c1ccc(NS(=O)(=O)c2ccc(Cl)cc2)cc1 | 78 | 7 | 1 | -27 | -1.5 | . | 83 | -12 | 0 | .
CC1CC(=O)c2cnc(N3CCOCC3)nc2C1 (stereo unspecified) | 96 | 21 | 0 | -53 | -1.6 | 0 | 107 | -15 | 1 | 12
O=C(Oc1ccc(N(Cc2cccs2)C2=NS(=O)(=O)c3ccccc32)cc1)c1ccco1 | 75 | 5 | 2 | -6 | -0.2 | . | 65 | -4 | . | -21
CC12CCC(C(=O)N3CCCc4ccccc43)(CC1=O)C2(C)C (stereo unspecified) | 77 | 5 | 2 | -20 | -1.2 | -2 | 83 | 3 | -10 | .
O=C(Nc1ccccc1C(F)(F)F)N1CCCC(O)C1 (stereo unspecified) | 94 | 3 | 0 | -23 | -0.7 | 2 | 99 | 8 | 10 | -1
CCOC(=O)C1C(=O)NC(N2CCOCC2)=NC1c1ccco1 (stereo unspecified) | 98 | 11 | -3 | -24 | -1.0 | -1 | 107 | 8 | 2 | 9
